# USP1 inh: blocks the human USP1/UAF1 deubiquitinase complex; O94782; recombinant USP1/UAF1, Ub-Rhodamine cleavage fluorescence; Potency, µM (doses to about 57.1 µM), inactives show at the top dose activity change, negative = inhibition, hits mostly inhibitors; 390,000 compounds, 0.23% hits; AID 743255; note: potency is the fitted concentration of half-maximal effect; % is set by controls: 0 for no effect and ±100 for the full control effect; nearly all actives have a fitted effect of over 60% in size; inactives centre near -12
#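 In this screen, compounds sit with the deubiquitinase complex (1nM) for 15 min at room temperature before Ub-Rho is added at 150nM final. Fluorescence rise is then followed for 6 reads every 60 seconds.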
# D2 agonist: activates the human D2 dopamine receptor; activation, % at 2 µM; AID 485358; 340,000 compounds, 0.53% hits; HEK293 T-REx D2 cells, calcium flux agonist mode; P14416;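 active = activation over 3 SD above normal in the single-dose calcium agonist read, cut at about 30% in these data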; note: 0% is about no effect
#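 HEK293 Trex D2 cells, tetracycline-induced, o/n 30 C 5% CO2; no-wash Ca dye, RT 30–90 min; 10-cycle baseline, 23 nl cpd added, kinetic Ca read 180 s; agonist hits = positive Ca response.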
# IDH1 R132H inh: inhibitors of human mutant IDH1 R132H. 390,000 compounds, 0.093% hits. Potency, µM (top dose mostly 76.6 µM), without a hit: at the top dose activity change, negative = inhibition, most hits filed as inhibitors. IDH1-R132H enzyme, NADPH consumption, diaphorase/resazurin fluorescence; note: potency is the fitted concentration of half-maximal effect; % is set by controls: 0 for no effect and ±100 for the full control effect; nearly all actives have a fitted effect of over 65% in size
#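 IDH1-R132H (0.5 ug/mL) preincubated 30 min with compound, then NADPH (0.016 mM) and alpha-KG (2 mM) added; 80 min at RT, pH 7.5. Remaining NADPH coupled via diaphorase/resazurin to fluorescence (540/590 nm); concentration-response curves normalized to no-enzyme control.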
# TRHR PAM: allosterically enhances the human TRH receptor; P34981; TRHR cells, fluo-8 calcium fluorescence, EC20 TRH enhancement; enhancement, % at 2 µM; 360,000 compounds, 0.66% hits; in the data active = enhancement above about 30%; note: 0% is about no effect
# Target sequence (P34981 whole entry, looked up): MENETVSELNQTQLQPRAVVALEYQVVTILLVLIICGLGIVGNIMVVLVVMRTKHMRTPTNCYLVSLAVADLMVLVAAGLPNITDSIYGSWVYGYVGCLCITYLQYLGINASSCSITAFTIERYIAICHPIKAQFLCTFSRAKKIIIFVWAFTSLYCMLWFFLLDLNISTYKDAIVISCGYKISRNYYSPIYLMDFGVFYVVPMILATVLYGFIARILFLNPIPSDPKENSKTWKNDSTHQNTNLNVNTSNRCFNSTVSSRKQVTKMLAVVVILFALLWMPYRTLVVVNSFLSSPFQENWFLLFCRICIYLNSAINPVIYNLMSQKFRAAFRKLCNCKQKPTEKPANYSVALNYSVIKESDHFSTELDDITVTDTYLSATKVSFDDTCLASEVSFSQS
#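 Enhancer read-out: after compound pinning and an initial kinetic agonist-mode read, an EC20 of TRH (10 nM final) was injected and fluo-8 calcium signal (Ex 480/Em 530) followed at 1 s/cycle for 100 cycles in TRHR-expressing cells.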
# TrxR1 substrate: is turned over as a substrate by rat TrxR1; 390,000 compounds, 0.01% hits; Potency, µM (top dose mostly 114 µM), without a hit: top-dose activity change, negative = substrate turnover; O89049; AID 588456; purified TrxR1 substrate turnover, NADPH consumption readout; note: potency is the fitted concentration of half-maximal effect; % is set by controls: 0 for no effect and ±100 for the full control effect; nearly all actives have a fitted effect of over 50% in size
# Target sequence (O89049 whole entry, looked up): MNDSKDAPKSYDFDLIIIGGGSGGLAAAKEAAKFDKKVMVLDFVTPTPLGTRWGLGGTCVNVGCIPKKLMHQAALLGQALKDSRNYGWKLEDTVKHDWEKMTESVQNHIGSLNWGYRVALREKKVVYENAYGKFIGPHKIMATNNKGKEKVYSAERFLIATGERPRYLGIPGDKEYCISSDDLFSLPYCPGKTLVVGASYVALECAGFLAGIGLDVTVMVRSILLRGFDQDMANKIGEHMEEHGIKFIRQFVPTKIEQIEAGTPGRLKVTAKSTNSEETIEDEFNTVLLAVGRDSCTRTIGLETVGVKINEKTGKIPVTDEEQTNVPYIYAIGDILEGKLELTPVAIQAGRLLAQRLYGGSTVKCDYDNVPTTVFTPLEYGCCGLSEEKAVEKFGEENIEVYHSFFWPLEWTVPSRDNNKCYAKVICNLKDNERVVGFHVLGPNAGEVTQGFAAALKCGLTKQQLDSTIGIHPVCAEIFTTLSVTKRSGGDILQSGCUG
#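 Rat TrxR1, dispensed at 90 nM, was prereduced with 400 uM NADPH (final) for 5 min at ~22 deg C, then incubated with compound 15 min before 400 uM selenite. A first-read NADPH fluorescence drop versus no-compound background flagged substrates.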
# PI4K2A block: PI4K2A (human) kinase inhibition. Q9BTU6. purified PI4K2A, ADP-Glo luminescence, 1 h; stronger effect = lower value. activity change, negative = inhibition, % at 76.9 µM. 420,000 compounds, 0.13% hits. AID 1346378; in the data active = activity change below about -50%; inconclusive = mostly about -30% to -49%;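 note: -100% = wells without enzyme as full effect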
#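 PI4K2A activity was measured by ADP-Glo luminescence: enzyme (4 ug/mL stock) and phosphatidylinositol (1.2 mM stock) in Tris pH 7.5/MgCl2/EGTA/Triton X-100 buffer were reacted with ATP (300 microM stock) for one hour at ambient temperature.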
# TRHR agonist: agonists of human TRH receptor. 360,000 compounds, 0.18% hits. P34981. activation, % at 2 µM. TRHR cells, calcium flux fluo-8, FDSS agonist mode; in the data active = activation above about 30%; note: 0% is about no effect
#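 Agonist-mode FDSS calcium read (Ex 480/Em 530, 1 s cycles) in 1536-well TRHR cells with fluo-8 dye, after 10-cycle baseline and 23 nL compound addition; TRH at EC20 (10 nM final) added afterwards for the enhancer phase.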
# TrxR1 inh: rat TrxR1 inhibition. O89049. recombinant rTrxR1, NADPH fluorescence consumption, selenite substrate. AID 588453. 390,000 compounds, 1% hits. Potency, µM (series often up to 114 µM), without a hit: at the top dose activity change, negative = inhibition, usual class: inhibitors; note: potency is the fitted concentration of half-maximal effect; % is set by controls: 0 for no effect and ±100 for the full control effect; nearly all actives have a fitted effect of over 65% in size
#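 Rat TrxR1 (90 nM in the dispensed reagent) was pre-reduced with 400 uM NADPH for 5 min at room temperature, then incubated with compound for 15 min. After 400 uM selenite was added, NADPH fluorescence (Ex 340/Em 450 nm) was followed for 8 min.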
# D2 antagonist: antagonists of human D2 dopamine receptor | P14416 | HEK293 TREx D2 cells, calcium flux, dopamine EC80 | inhibition, % at 10 µM | 340,000 compounds, 2% hits; in the data active = inhibition above about 30%; note: 0% is about no effect
#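 Compounds are added to dye-loaded, induced HEK293 T-REx cells coupled to calcium release via D2; after a 3 min kinetic read an EC80 dopamine stimulus is given and fluorescence is recorded for 3 more min.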
# * hit, by the source's call; ? = inconclusive; · = no result given; [ ] = another dose, or the depositor's remark. Unless noted, calls come from the whole dose curve; as a rule, active = well fitted inhibition curve with a large enough effect; inconclusive = small, poorly fitted or top-dose-only effect; inactive = no such curve, though single readings can be large or run the other way.
SMILES,USP1 inh,D2 agonist,IDH1 R132H inh,TRHR PAM,TrxR1 substrate,PI4K2A block,TRHR agonist,TrxR1 inh,D2 antagonist
COc1ccc(C(=O)OC2CCCCC2CN(C)C)cc1 (configuration not stated),-22.9%,2.4,4.6%,1.4,0.7%,-4.7,1.3,8.7%,-0.4
CC(=O)C1CCC2C3CC(O)C4=CC(=O)CCC4(C)C3C(=O)CC12C (configuration not stated),?,·,0.5%,·,-1.6%[57.1 µM],-5.7,·,-0.7%,·
O=[N+]([O-])c1cc(C(F)(F)F)cc([N+](=O)[O-])c1NCc1cccnc1,2.6%,-0.9,-1.4%,3.4,-3.7%,-3.4,-0.7,8.6%,1.3
COc1ccc(Cl)cc1N(C(=O)c1ccco1)C(C(=O)NC1CCCC1)c1ccco1 (configuration not stated),?,-0.9,-8.7%,2.1,12.1%,0.9,-0.5,15.0%,-33.3
CCN1CCN(CCC(=O)Nc2cc(OC)ccc2OC)CC1,-12.6%,·,7.0%,0.2,-7.1%,2.8,0.2,12.3%[57.1 µM],·
O=C(NCC(=O)N(c1ccccc1)C(C(=O)NC1CCCCC1)c1cccnc1)c1ccco1 (configuration not stated),-9.2%,0.2,-4.2%,-5.1,-9.6%,-0.3,0.0,14.1%[57.1 µM],21.2
O=C(COc1ccccc1Br)N1CCN(C(=O)c2cccs2)CC1,-6.9%,0.7,-2.1%,-6.0,1.9%,1.3,0.1,5.9%,-12.4
COC(=O)c1c(C)n(-c2ccccc2)c2ccc(O)cc12,-3.9%,·,14.1%,·,-0.2%[57.1 µM],-3.4,·,-17.8%[57.1 µM],·
CCCCC1CCC(/C(N)=N/O)CC1 (configuration not stated),-16.8%,·,1.4%,2.6,8.2%[57.1 µM],-3.4,-0.2,8.7%[57.1 µM],·
COc1ccc(C(=O)CSC2=C(C#N)C3(CCCCC3)C(C#N)=C(N)N2)cc1,-20.5%,1.0,-4.7%,-0.7,0.3%,0.4,-0.2,7.1%,-7.7
Cc1ccc(-c2[nH]nc3c2C(c2ccsc2)C(C#N)=C(N)O3)cc1 (configuration not stated),-18.4%,-0.4,0.7%,2.8,7.0%,-0.5,0.1,17.7%[0.457 µM],0.8
COC(=O)CCCCCCCCC(=O)Nc1nc2ccccc2s1,-2.0%,-1.1,13.3%,-1.5,-8.9%,2.8,0.7,-7.3%,-27.2
CCN(CCNC(=O)C1CCN(S(=O)(=O)c2c(C)noc2C)CC1)c1ccccc1,-12.5%,-0.2,-5.0%,-10.6,1.9%[57.1 µM],1.6,-0.2,5.3%[57.1 µM],-10.7
CCCCCCCc1nn2c(=O)cc(O)nc2s1,-12.5%,0.2,8.8%,-4.6,1.8%,0.6,2.0,4.9%,-11.6
O=c1c(C(c2ccc(Br)cc2)c2c(O)nc3n(c2=O)CCCS3)c(O)nc2n1CCCS2,-8.7%,2.8,0.0%,2.9,?,6.5,0.0,7.08µM*,-40.3
COc1ccccc1CNC(=O)CCCN1C(=O)CCn2nc(-c3cn(C)c4ccccc34)cc21,1.7%,-0.4,-3.9%,-3.6,1.1%[57.1 µM],-5.2,-1.1,6.3%[57.1 µM],·
CC(C)[C@H](NS(=O)(=O)c1ccc2c(c1)OCCO2)C(=O)OCC(=O)Nc1ccccc1Cl,-19.7%,-1.1,6.9%,-0.7,-6.7%,-2.6,0.0,-4.1%,5.7
S=C(NC1CCCCC1)N1CCOCCOCCN(C(=S)NC2CCCCC2)CCOCC1,-1.8%,-0.8,-2.1%,-5.3,4.0%[57.1 µM],2.3,0.4,13.0%[57.1 µM],7.8
COc1ccccc1CNC(=O)C(=O)NCC1CCCO1 (configuration not stated),-2.8%,0.0,1.9%,3.2,-7.0%,-14.4,0.5,1.4%,-14.9
CN(CC1CCCO1)S(=O)(=O)c1ccc(C(=O)NCc2ccccc2)cc1 (configuration not stated),-2.8%,0.0,0.0%,7.1,-2.5%,3.8,0.0,-5.2%,3.2
CCN1CCN(c2ncc3c(n2)CCN(Cc2cc(F)cc(F)c2)C3)CC1,-11.1%,1.6,-5.8%,5.2,6.1%[57.1 µM],-3.0,0.6,9.6%[57.1 µM],·
Cc1ccc2nc(N(Cc3cccnc3)C(=O)c3ccco3)sc2c1,-23.4%,0.3,13.3%,3.7,-2.3%[57.1 µM],4.4,0.0,8.9%[57.1 µM],·
Clc1ccc(C2=NNC(=NCc3ccc4c(c3)OCO4)SC2)cc1,-20.9%,0.3,-6.9%,1.4,1.3%,0.2,0.0,?,8.7
Cc1ccc(S(=O)(=O)N(Cc2ccccc2F)C(=O)N2CCN(C)CC2)cc1,-19.6%,0.1,16.6%,3.4,6.1%[57.1 µM],-0.5,0.2,12.9%[57.1 µM],-2.1
Cc1ccc2c(c1)oc(=O)n2CC(=O)c1ccccc1,-11.1%,-2.1,1.7%,-2.3,5.6%[57.1 µM],2.1,-1.1,21.0%[2.29 µM],-0.9
N#Cc1nc(COc2ccc(Cl)cc2Cl)oc1N1CCOCC1,-14.5%,-0.3,4.6%,0.3,0.2%,2.6,0.6,-7.5%,-19.9
O=C(NS(=O)(=O)Oc1ccc(F)c(Cl)c1)OC[C@@H]1CCCN2CCCCC12 (some centres not stated),-22.3%,0.9,0.0%,-0.5,1.7%,-0.7,0.5,5.5%,2.6
CCCCN1C2=C(C(=O)CCC2)C(c2ccc(Cl)c(Cl)c2)C2=C1c1ccccc1C2=O (configuration not stated),-18.1%,0.6,6.7%,-1.9,1.4%,-10.1,0.3,?,4.5
COc1cc(/C=N/NC(=O)Cc2ccccc2)cc(OC)c1OC,-3.2%,-0.6,7.7%,-5.9,0.8%,2.6,0.6,9.1%,1.4
CCOC(=O)c1ccc(N2CCN(c3cccc(OC)c3)CC2)c(NC(=O)Nc2ccc(OCC)cc2)c1,-1.2%,-0.6,5.7%,0.9,1.0%[57.1 µM],-7.0,-0.2,22.1%[57.1 µM],·
CCN(CC)CCN(CC)Cc1ccccc1Br,2.1%,0.0,2.0%,4.1,3.5%,-3.4,0.6,20.0%,-2.1
Cc1sc(NC(=O)C2CCCO2)c(C#N)c1C (configuration not stated),-7.9%,·,3.8%,7.9,11.1%[57.1 µM],-6.2,0.4,12.9%,·
C=CCSc1nnc2c(n1)OC(c1ccco1)Nc1ccccc1-2 (configuration not stated),-24.6%,-1.2,-3.2%,-4.1,-10.1%,-2.5,-1.3,-19.9%,9.5
COc1ccc(N2C(=O)CN=C2Nc2nc(C)cc(C)n2)cc1OC,-0.2%,1.1,-0.9%,12.1,5.8%,1.0,0.5,10.9%,-2.4
CNC(=O)/C=C1\NC(C)(C)Cc2c1ccc1ccccc21,-18.7%,0.2,-1.0%,-4.1,15.7%[57.1 µM],0.1,-0.8,?,-15.1
COCCn1c(C)cc(C(=O)COC(=O)c2n[nH]c3ccccc23)c1C,-8.1%,3.3,5.4%,18.0,-13.9%,-11.6,2.1,-12.8%,-4.2
Cc1cccc(N2CCN(C(=O)c3ccc4c(c3)NC(=O)C(CSCc3cccc(F)c3)N4)CC2)c1C (configuration not stated),·,0.9,·,-7.5,·,·,0.9,·,3.3
Cc1nn(Cc2c(F)c(F)c(F)c(F)c2F)c(C)c1NC(=O)c1ccc(COc2ccc(F)cc2)o1,-20.0%,-0.9,7.2%,5.5,-5.3%,-2.0,0.1,2.9%,11.7
CC(C)OC(=O)CN1C(=O)C(=O)c2ccccc21,-26.2%,-0.5,7.7%,1.3,8.4%,6.3,0.0,25.7%,2.9
CC(C)(C)OC(=O)N1CCC2(CC1)Oc1ccc(Cl)cc1C(=O)C21CC(c2ccc(Cl)cc2)=NO1 (configuration not stated),-7.0%,·,-6.1%,·,-2.7%,-2.3,·,6.0%,·
O=C(NC(=O)N1CCCc2ccccc21)c1ccccc1,-22.3%,0.1,4.9%,-1.3,2.1%[57.1 µM],0.7,-1.1,19.9%[57.1 µM],-0.9
Cc1ccc(-c2nnn(CC(=O)NCCc3ccc4c(c3)OCO4)n2)cc1,-29.4%,2.2,0.0%,0.8,6.4%,0.6,0.0,24.8%,30.9*
OCCN(CCO)Cc1csc2ccccc12,-6.9%,35.0*,1.6%,-1.9,2.5%,3.8,0.6,11.4%,-3.1
CCOC(=O)N1CCN(CCC(=O)Nc2ccc(C)cc2)CC1,-18.5%,0.0,-2.9%,3.3,3.5%[57.1 µM],6.9,-0.5,4.0%[57.1 µM],-2.1
CC(=O)Nc1ccc(C)cc1-c1nc2ccccc2n(Cc2cccc(Br)c2)c1=O,-13.9%,1.2,11.1%,3.6,-7.1%,3.5,0.5,2.6%,·
COc1cc(C=O)ccc1OCC(=O)N1CCCC1,4.8%,1.0,7.1%,1.2,-6.8%,5.8,1.1,-1.1%,-5.9
CCN(CC)CCn1c(SCC(=O)Nc2cccc(OC)c2)nc2c(sc3ccccc32)c1=O,-8.1%,-0.3,-7.9%,-2.6,14.6%[57.1 µM],5.2,-0.3,17.8%[57.1 µM],9.3
COC(=O)c1ccccc1NC(=O)CNC(=O)c1ccc(OC)c(OC)c1,-16.2%,1.9,6.2%,-0.5,-8.9%[57.1 µM],0.7,0.3,33.0%[activator][57.1 µM],17.1

# In a second layout: results already given
# Values run as follows: USP1 inh	D2 agonist	IDH1 R132H inh	TRHR PAM	TrxR1 substrate	PI4K2A block	TRHR agonist	TrxR1 inh	D2 antagonist
CCN(CC)CCn1c(SCC(=O)Nc2cccc(OC)c2)nc2c(sc3ccccc32)c1=O
→ -8.1%	-0.3	-7.9%	-2.6	14.6%[57.1 µM]	5.2	-0.3	17.8%[57.1 µM]	9.3
CC(C)OC(=O)CN1C(=O)C(=O)c2ccccc21
→ -26.2%	-0.5	7.7%	1.3	8.4%	6.3	0.0	25.7%	2.9
COc1ccc(N2C(=O)CN=C2Nc2nc(C)cc(C)n2)cc1OC
→ -0.2%	1.1	-0.9%	12.1	5.8%	1.0	0.5	10.9%	-2.4
